High-throughput results (PubChem)
DRD3 agonist = qHTS of D3 Dopamine Receptor Agonist: qHTS; D(3) dopamine receptor (Homo sapiens), P35462; D3R DiscoveRx beta-arrestin cells, luminescence, 90 min; max activation, %; 410,000 tested, 0.58% active; AID 652048, 2013; in the data active = max activation above about 30%; also: 0% is about no effect; mostly tested at two doses, the higher about 12 µM
Target sequence (P35462 whole entry, looked up): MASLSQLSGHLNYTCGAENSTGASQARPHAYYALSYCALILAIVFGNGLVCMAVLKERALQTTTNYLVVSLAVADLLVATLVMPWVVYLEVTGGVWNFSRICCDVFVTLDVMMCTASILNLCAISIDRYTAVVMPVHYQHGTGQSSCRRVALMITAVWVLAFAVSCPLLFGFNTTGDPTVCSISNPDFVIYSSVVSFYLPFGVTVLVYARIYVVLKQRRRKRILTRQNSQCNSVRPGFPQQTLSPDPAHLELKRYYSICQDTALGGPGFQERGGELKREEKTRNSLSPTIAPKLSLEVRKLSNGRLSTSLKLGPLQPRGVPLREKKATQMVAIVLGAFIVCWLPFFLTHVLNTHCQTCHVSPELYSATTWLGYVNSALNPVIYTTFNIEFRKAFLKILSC
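Agonist mode: compounds and dopamine controls were applied to plated cells for 90 min at 37 degrees C after an overnight attachment at 1500 cells/well. Luminescent read-out followed 30 - 60 minutes at room temperature with DiscoveRx detection reagent.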
KB-V1 MDR tox = qHTS assay for MDR1-selective chemotherapeutics: Primary screen using the drug-selected MDR subline cells KB-V1; Potency, µM (titrated, usually from 46.1 µM), for inactives: at the highest dose activity change, negative = cytotoxicity, most hits filed as cytotoxic; AID 1347076, 2019; KB-V1 MDR cells viability, CellTiter-Glo, 72 h; 400,000 tested, 3.4% active; also: potency is read from the fitted curve at half-maximal effect; % is scaled to controls: 0 for no effect and ±100 for the full control effect; nearly all actives have a fitted effect of over 60% in size
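Compound-treated KB-V1 multidrug-resistant cells, 72 h, 37 degrees C; viability by CellTiter-Glo. Fitted qHTS curves give the values.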
KB-3-1 tox = qHTS assay for MDR1-selective chemotherapeutics: Primary screen using the parental adenocarcinoma cell KB-3-1 | KB-3-1 viability, CellTiter-Glo ATP luminescence, 72 h | Potency, µM (series often up to 46.1 µM), for the others: top-dose activity change, negative = cytotoxic, hits mostly cytotoxic | 400,000 tested, 1.4% active; also: potency is read from the fitted curve at half-maximal effect; % is scaled to controls: 0 for no effect and ±100 for the full control effect; nearly all actives have a fitted effect of over 60% in size
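KB-3-1 cells, DMEM (no phenol red) + 10% FBS; compound by pin transfer, 72 h, 37 °C. Readout: CellTiter-Glo luminescence after 10 min. Data normalized, curve-fitted.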
HT1080-NT tox = qHTS for induction of synthetic lethality in tumor cells producing 2HG: qHTS for the HT-1080-NT fibrosarcoma cell line; HT-1080-NT fibrosarcoma viability, CellTiter-Glo ATP luminescence, 48 h; Potency, µM (doses to about 46.1 µM), for the others: at the top dose activity, negative = less viability, hits mostly cytotoxic; 360,000 tested, 1.6% active; AID 686970, 2013;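 also: NT is the 2HG producing partner of a matched IDH1 knockdown line; potency is read from the fitted curve at half-maximal effect; 0% = DMSO-treated cells and -100% = media-only wells without cells; nearly all actives have a fitted effect of over 55% in size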
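Compounds were tested in concentration-response format on HT-1080-NT cells for 48 hours at 37 degrees C. Cell viability came from CellTiter-Glo luminescence; curves were classified by r2, response magnitude and activity.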
IL1B secr inh = qHTS for Inhibitors of Inflammasome Signaling: IL-1-beta AlphaLISA Primary Screen. THP-1 LPS/ATP IL-1B secretion, AlphaLISA, 16 h; stronger effect = lower value. 360,000 tested, 4.7% active. activity change, % at 57.5 µM; in the data active = activity change below about -50%; inconclusive = mostly about -30% to -49%; also: % is scaled to controls: 0 for no effect and ±100 for the full control effect
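Secreted IL-1B measured by AlphaLISA bead assay after 16 h compound exposure of THP-1 cells; compounds (final up to 57.5 uM) added 1 h before LPS (250 ng/mL) and ATP (1.25 mM) stimulation; lower signal means less secretion.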
HT1080 IDH1KD tx = qHTS for induction of synthetic lethality in tumor cells producing 2HG: qHTS for the HT-1080-IDH1KD cell line. HT-1080 IDH1 knockdown viability, ATP luminescence, 48 h. Potency, µM (highest dose often 46.1 µM), for inactives: at the highest dose activity, negative = toxicity, actives largely listed as cytotoxic. 360,000 tested, 2% active. AID 686971, 2013;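 also: potency is read from the fitted curve at half-maximal effect; 0% = DMSO wells and -100% = cell-free medium wells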
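% activity derives from luminescence (CellTiter-Glo), normalised to DMSO and no-cell wells. HT-1080-IDH1KD cells, 750/well, had 48 h compound exposure at 37 °C.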
GLP1R cytotox = qHTS of GLP-1 Receptor Inverse Agonists: Cytotox Screen. HEK293 cAMP-luciferase reporter cells, luminescence, 24 h. Potency, µM (series often up to 38.3 µM), without a hit: top-dose activity change, negative = inhibition, actives largely listed as inhibitors. 410,000 tested, 0.13% active;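 also: loss of luciferase light is scored as toxicity; potency is read from the fitted curve at half-maximal effect; % is scaled to controls: 0 for no effect and ±100 for the full control effect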
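Luminescence readout: signal drop marks cytotoxicity. Plated cells grew 12 h at 37 °C, 5% CO2, received 23 nL compound for 24 h, then got luciferase reagent, read after 12 min at RT.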
SW480 rerep = A quantitative high throughput screen for small molecules that induce DNA re-replication in SW480 colon adenocarcinoma cells. SW480 DNA re-replication, Hoechst DNA content imaging, 48 h. Potency, µM (series often up to 46.1 µM), inactives show top-dose re-replication activation, hits mostly activators. 340,000 tested, 1.8% active. AID 624297, 2012; also: potency is read from the fitted curve at half-maximal effect; % of control where 0% means no effect; nearly all actives have a fitted effect of over 55% in size
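Hoechst fluorescence of nuclei (405 nm excitation, 500-530 nm emission) measured by plate-scanning imager after 48 hr compound exposure at 37 C; re-replication scored as increased number of nuclei with elevated intensity.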
MCF10A rereplic = A quantitative high throughput screen for small molecules that induce DNA re-replication in MCF 10a normal breast cells. MCF 10A DNA re-replication, Hoechst nuclear intensity, 48 h. Potency, µM (series often up to 46.1 µM), for the others: top-dose activity, positive = re-replication, hits mostly activators. 350,000 tested, 2.9% active; also: potency is read from the fitted curve at half-maximal effect; % of control where 0% means no effect; nearly all actives have a fitted effect of over 50% in size
* = called active by the depositor; ? = inconclusive; · = no result given; & = joins results of further samples; ! = not active in a repeat; [ ] = dose if it differs, or a comment. Unless noted, calls follow the shape of the dose curve; as a rule, active = well fitted curve in the direction sought with a large enough effect; inconclusive = small, poorly fitted or top-dose-only effect, or another doubt; inactive = no such curve, though single readings can be large; an effect the other way counts as inactive or inconclusive. The order is random; any-hit rate near 11%.

Each structure is followed by: DRD3 agonist	KB-V1 MDR tox	KB-3-1 tox	HT1080-NT tox	IL1B secr inh	HT1080 IDH1KD tx	GLP1R cytotox	SW480 rerep	MCF10A rereplic
O=C(CSCc1c(Cl)cccc1Cl)N1CCOCC1
 : 6.3	10.9%	13.2%	5.8%	1.5	11.6%	4.5%	-11.3%	-3.4%
Cc1ccc(-c2ccnc3nc(Sc4ncc(C(F)(F)F)cc4Cl)nn23)cc1
 : -42.6	?	-9.8%	-6.8%	-65.2*	-17.2%	-0.4%	?	16.2%
CCOC(=O)c1ccc(NS(=O)(=O)c2c(C)[nH]c(C)c2C(=O)N2CCCCC2)cc1
 : -1.4	0.0%	-0.6%	-4.0%	1.6	-7.0%	0.4%	2.4%	-1.9%
CC/C(=N\NC(=O)c1ccccc1Cl)c1ccc(Br)s1
 : 5.7	-17.6%	-5.2%	-8.2%	6.3	-6.1%	-19.2%	4.6%	4.1%
CCN1CCN(Cc2ccc(NC(=O)c3ccc(C)c(NC(=O)N4CCNC4=O)c3)cc2C(F)(F)F)CC1
 : -3.7&-11.0&0.0	?	7.0%&-7.8%&-10.5%	0.0%&-11.4%&-29.7%	-61.4*!	-14.0%&-9.1%&-10.2%	?	0.8%&-10.4%	10.8%&4.9%
CCCOP(=O)(c1ccc(N(C)C)cc1)C(Nc1ccccc1)c1ccc(N(C)C)cc1 (configuration not stated)
 : -5.7	15.0%	7.8%	-0.9%	6.4	-1.4%	-8.5%	?	?
COc1cc(C2SCC(=O)N2Cc2ccccc2)ccc1O (configuration not stated)
 : 2.9	7.5%	2.0%	2.0%	27.3	1.1%	0.7%	?	4.0%
COc1ccc2ccccc2c1/C=N/NC(=O)c1cccc(C)c1
 : -23.1	16.5%	3.6%	3.5%	-29.2	-1.0%	2.5%	-5.7%	?
CCn1cc(C(=O)N2CCN(c3cc(C)ccc3C)CC2)c(=O)c2cc(S(=O)(=O)N(C)C3CCCCC3)ccc21
 : 3.2	?	?	·	·	·	-8.8%	·	·
O=C(/C=C/c1ccco1)Nc1cccc2cccnc12
 : 3.2	?	3.3%	-8.1%	35.8	-14.0%	-12.2%	1.7%	9.8%
C/C(Cl)=C\CSc1nnc2n(N)c(=O)c3ccccc3n12
 : -11.2	13.7%	-0.7%	13.5%	3.7	19.4%	-6.1%	-5.9%	5.8%
CC1(c2ccccc2)CC(C)(C)N(C(=O)c2ccccc2Cl)c2ccccc21 (configuration not stated)
 : -7.8	-14.7%	-11.6%	·	·	·	4.7%	·	·
C/C(CC1CC(COCC(C)C)OC1=O)=N\Nc1nc(-c2ccccc2)cs1 (configuration not stated)
 : -4.7	?	14.4%	7.8%	3.3	-10.4%	-42.6%	?	26.7%
CN(Cc1ccccc1)C(=O)c1cccc(NC(=O)Cc2ccc(NC(=O)C3CCCN(C(=O)C4CCCCC4)C3)cc2)c1 (configuration not stated)
 : 11.0	0.0%	-15.5%	-8.2%	17.6	-2.3%	-4.3%	-2.3%	-8.7%
COc1ccc(NC(=O)CSc2nnc(C)s2)cc1S(=O)(=O)N1CCOCC1
 : -5.5	10.8%	15.5%	-2.7%	-10.0	-3.4%	5.5%	-24.4%	0.2%

Compound profiles, as listed above. Screens in order: DRD3 agonist | KB-V1 MDR tox | KB-3-1 tox | HT1080-NT tox | IL1B secr inh | HT1080 IDH1KD tx | GLP1R cytotox | SW480 rerep | MCF10A rereplic
CCCOP(=O)(c1ccc(N(C)C)cc1)C(Nc1ccccc1)c1ccc(N(C)C)cc1 (configuration not stated) as listed: -5.7 | 15.0% | 7.8% | -0.9% | 6.4 | -1.4% | -8.5% | ? | ?
Cc1ccc(-c2ccnc3nc(Sc4ncc(C(F)(F)F)cc4Cl)nn23)cc1 as listed: -42.6 | ? | -9.8% | -6.8% | -65.2* | -17.2% | -0.4% | ? | 16.2%

Carrying on:
Each structure is followed by: DRD3 agonist	KB-V1 MDR tox	KB-3-1 tox	HT1080-NT tox	IL1B secr inh	HT1080 IDH1KD tx	GLP1R cytotox	SW480 rerep	MCF10A rereplic
CC(C)C(=O)Nc1cccc(NC2=NS(=O)(=O)c3ccccc32)c1
 : -9.9	4.2%	0.5%	·	·	·	0.9%	·	·
Cc1ccc2oc(C(=O)NCc3ccc(S(N)(=O)=O)cc3)cc(=O)c2c1
 : 0.2	1.9%	7.3%	11.1%	1.3	10.0%	-5.7%	-10.5%	0.8%
COc1cc(S(=O)(=O)Nc2cccnc2)ccc1F
 : -6.0	25.2%	-0.9%	-0.4%	6.1	-2.2%	10.8%	-9.6%	-0.4%
Cc1nn(-c2ccccc2)nc1C(N)=O
 : 8.6	11.6%	1.4%	15.9%	-11.6	12.4%	-10.4%	-4.9%	-0.6%
O=C(Nc1ccccc1)c1cc(C2COCCN2C(=O)C2CC2)on1 (configuration not stated)
 : -5.1	-4.8%	0.0%	?	82.9	6.1%	-5.9%	·	·
CC(C)C(OC(=O)CN1C(=O)c2ccccc2C1=O)C(=O)NC1CCCCC1 (configuration not stated)
 : 6.6	-6.6%	4.1%	3.3%	-4.6	10.8%	-1.3%	-3.8%	-0.5%
CCOC(=O)c1c(NC(=O)CSc2nnc(-c3ccccc3)o2)sc(C(C)=O)c1C
 : 16.5	?	20.0%	10.0%	12.3	6.3%	4.6%	1.7%	16.3%
NC(=O)c1cc(-c2ccccc2)sc1NC(=O)Cc1ccc(S(=O)(=O)N2CCOCC2)s1
 : -5.2	?	2.7%	-24.7%	-13.8	-9.1%	0.6%	?	16.5%
Cc1cc(C(=O)NCc2ccco2)sc1C
 : 3.9	15.6%	-4.2%	10.0%	-10.5	6.4%	3.7%	?	0.0%
CSc1nc(-c2ccc(Cl)cc2)c(C#N)c(=O)[nH]1
 : 1.7	5.1%	-1.0%	-10.5%	0.0	-7.5%	-22.5%	20.5%	-9.5%
CCOC(=O)c1c(C)[nH]c(C)c1C(=O)CSc1nnc(-c2ccncc2)n1Cc1ccccc1
 : 3.1	5.5%	-7.3%	-2.0%	-5.9	-0.5%	-8.1%	-4.1%	1.7%
COc1ccc(Br)c(C(=O)OCC(=O)NC(=O)NC2CCCC2)c1
 : -2.1	22.2%	1.8%	-0.4%	12.6	-14.5%	-16.4%	-1.6%	-8.9%
O=C(NCCCn1ccnc1)c1nn2c(C(F)(F)F)cc(-c3ccc(Br)cc3)nc2c1Cl
 : -3.5	?	?	-3.4%	-52.0*	-2.5%	1.6%	-484.2%[inhibitor]	?
Cc1nc(C(N)=O)nc2ccccc12
 : -1.1	-9.3%	18.6%	14.4%	30.3	1.6%	2.2%	-1.5%	-1.0%
Cc1ccc(C(=O)N2CCN(C/C=C/c3ccccc3)CC2)cc1S(=O)(=O)N1CCOCC1
 : 13.7	0.0%	2.7%	5.8%	-12.4	6.1%	-7.0%	-8.1%	7.1%

Later entries:
Each structure is followed by: DRD3 agonist	KB-V1 MDR tox	KB-3-1 tox	HT1080-NT tox	IL1B secr inh	HT1080 IDH1KD tx	GLP1R cytotox	SW480 rerep	MCF10A rereplic
O=C(N/N=C/c1c(O)ccc2ccccc12)c1[nH]ncc1Br
 : 14.3	?	?	?	98.6	?	-4.2%	?	?
CCCCNC(=O)c1nc(C2CCN(S(=O)(=O)c3ccc(F)c(F)c3)CC2)oc1-c1ccccc1
 : -3.5	-19.7%	0.0%	26.7%	6.1	7.0%	4.8%	·	·
O=C(OCc1cn([C@H]2CN(CC3CCCCC3)[C@@H](c3ccc(Cl)cc3)C[C@@H]2O)nn1)c1ccccc1
 : 0.7	?	-12.3%	?	-4.5	?	2.8%	·	·
COc1ccc(C)cc1Nc1n[n+](-c2ccccc2)c(-c2ccc(C(=O)O)cc2)s1
 : -21.7	-6.1%	1.3%	6.6%	38.7	-0.8%	17.9%	1.7%	1.2%
O=[N+]([O-])c1cc2c(cc1CN1CCN(CCOCCO)CC1)OCO2
 : -3.0	-7.8%	-4.3%	3.6%	7.8	-5.6%	3.7%	-21.9%	1.6%
COC(=O)c1ccccc1NS(=O)(=O)c1ccc2c(c1)CCCN2C(C)=O
 : -8.3	6.4%	0.9%	·	·	·	-4.6%	·	·
Fc1ccc(N2CCN(c3nc(-c4ccco4)cc(C(F)(F)F)n3)CC2)cc1
 : 1.7	-18.4%	0.1%	-25.3%	53.3	-24.0%	-4.3%	-9.1%	?
CONC(=O)c1cc(OCC(F)(F)F)ccc1OCC(F)(F)F
 : 0.0	2.1%	-1.2%	-1.0%	-0.8	0.0%	-27.4%	-2.5%	-0.4%
CC(=O)c1ccc(NC(=O)CN2c3cccc4cccc(c34)S2(=O)=O)cc1
 : -4.5	-1.4%	?	4.9%	-3.0	-0.3%	-1.0%	3.0%	?
CCN(C[C@H]1N[C@@](CC)(C(=O)OC)[C@H]2C(=O)N(C)C(=O)[C@@H]12)C(=O)c1ccc(F)cc1
 : 5.5	0.0%	9.1%	10.8%	53.6	1.9%	11.4%	-21.7%	1.3%
COc1ccc(OC)c(/C=C/c2[nH]c(=O)[nH]c(=O)c2[N+](=O)[O-])c1
 : 0.3	-0.7%	8.4%	-24.1%	-59.0*	?	-3.9%	1.6%	5.17µM*
O=S(=O)(c1ccc2c(c1)CCCN2)N1CCCCC1
 : -0.7	7.9%	0.2%	-5.6%	-0.5	0.0%	-2.4%	0.2%	9.6%
CCOC(=O)C(=CNc1ccc(OC)cc1[N+](=O)[O-])C(=O)OCC
 : 28.1	-7.9%	-0.5%	6.2%	-9.8	6.6%	-1.2%	-3.9%	-1.0%
